# Compound activity as filed in PubChem.
# Glioma ERSR ind: qHTS for Inducers of the Endoplasmic Reticulum Stress Response (ERSR) in Human Glioma: qHTS; actives 0.02% (n = 420,000); Potency, µM, for the others: at the highest dose activation, most hits filed as activators; U87-MG GRP78 promoter luciferase reporter, 16 h; also: series mostly up to about 76 µM; % of control where 0% means no effect; nearly all actives have a fitted effect of over 35% in size
#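 Stably transfected U87-MG human glioma cells carrying a GRP78-based luminescent sensor were seeded at 1000 cells/well, pin-dosed with compounds and incubated 16 h. Luciferase reagent was then added, and end-point luminescence was read after 10 min at room temperature.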
# 12-LOX inh: Primary qHTS assay for inhibitors of human arachidonate 12S-lipoxygenase (ALOX12): Round 2. Potency, µM (highest dose often 108 µM), without a hit: top-dose activity change, negative = inhibition, usual class: inhibitors. Polyunsaturated fatty acid lipoxygenase ALOX12 (Homo sapiens), P18054. purified 12hLO, xylenol orange hydroperoxide absorbance. actives 1.1% (n = 580,000). AID 1671190, 2021; also: % is scaled to controls: 0 for no effect and ±100 for the full control effect
# Target sequence (P18054 whole entry, looked up): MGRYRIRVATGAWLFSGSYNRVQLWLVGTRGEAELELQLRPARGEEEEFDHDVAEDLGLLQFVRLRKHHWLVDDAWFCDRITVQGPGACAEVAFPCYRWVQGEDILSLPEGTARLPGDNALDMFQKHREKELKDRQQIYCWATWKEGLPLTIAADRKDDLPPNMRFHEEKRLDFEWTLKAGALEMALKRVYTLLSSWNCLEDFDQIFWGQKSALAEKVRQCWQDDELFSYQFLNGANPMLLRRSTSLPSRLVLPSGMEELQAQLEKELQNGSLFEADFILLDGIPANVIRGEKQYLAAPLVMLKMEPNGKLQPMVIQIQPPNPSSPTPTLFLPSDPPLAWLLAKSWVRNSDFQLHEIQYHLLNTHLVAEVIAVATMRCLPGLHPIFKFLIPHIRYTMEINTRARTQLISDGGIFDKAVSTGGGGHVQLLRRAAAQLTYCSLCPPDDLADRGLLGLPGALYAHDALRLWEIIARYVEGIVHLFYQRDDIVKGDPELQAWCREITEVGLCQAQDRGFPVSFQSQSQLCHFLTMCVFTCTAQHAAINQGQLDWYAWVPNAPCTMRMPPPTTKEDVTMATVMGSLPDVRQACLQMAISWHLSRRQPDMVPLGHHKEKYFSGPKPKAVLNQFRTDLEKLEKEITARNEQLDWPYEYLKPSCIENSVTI
#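 Purified human 12hLO (150 nM final) in 25 mM Hepes, 0.01% Triton X-100, pH 7.0 was preincubated 15 min at room temperature with compound. Then 40 uM arachidonic acid was added, 30 min. Hydroperoxide was read by Fe-XO absorbance ratio 573/405 nm.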
# Starred values were filed as active, the others as inactive; ? = inconclusive; & = joins results of further samples; [ ] = dose if it differs, or a comment. Calls follow the shape of the dose curve; as a rule, active = well fitted curve in the direction sought with a large enough effect; inconclusive = small, poorly fitted or top-dose-only effect, or another doubt; inactive = no such curve, though single readings can be large; an effect the other way counts as inactive or inconclusive. Potency is read from the fitted curve at half-maximal effect.
compound	12-LOX inh	Glioma ERSR ind
COc1cc(=O)n2c(c1C(=O)NC(C)c1ccco1)CCN(Cc1cc(C)cc(C)c1)CC2 (stereo unspecified)	11%	-3%
Cc1cnc(CNc2ncncc2-c2cccc(C#N)c2)cn1	-23%	-5%
Cc1cnc(-n2ncc(C(=O)NCCN3CCOCC3)c2C2CC2)nc1-c1cccs1	6%	0%
OCCN1CCN(Cc2ccc3c(c2)CN(Cc2ccc4ccccc4c2)CCO3)CC1	5%	-6%
O=c1c(-c2cccs2)nc2cnc(Oc3cccc(Cl)c3)nc2n1C[C@H]1CCCO1	0%	-1%
COCC(=O)Nc1cc(C(=O)N2CCOc3ccccc3C2)cc2nc(-c3cccnc3)n(C)c12	-7%	-6%
O=C([C@@H]1C[C@@H](Sc2nc3ccccc3[nH]2)CN1Cc1ccc(Cl)cc1)N1CCN(c2ccccc2F)CC1	3%	-3%
COc1ccc(-c2nc3cnc(N4CCNCC4)nc3n(CCc3ccccc3)c2=O)cc1	0%	-4%
CN(C)c1ccc(-c2nc(NC3CCNCC3)c3ccccc3n2)cc1	?	5%
CCCCCC[C@@H](O)C/C=C\CCCCCCCC(=O)O	9%[176 µM]	-5%
O=C(O)CO	?	1%
Cc1c(C(=O)N2CCN(C)CC2)sc2ncnc(NCC3(c4ccccc4)CCOCC3)c12	7%	-3%
CC1=C(C)C(=O)C(C(CCCCCC(=O)O)c2ccccc2)=C(C)C1=O (stereo unspecified)	-15%[57.4 µM]	-1%
Cc1nc2cc(NC(=O)[C@@H]3C[C@@H](Sc4ccccn4)CN3Cc3ccc4c(c3)OCCO4)ccc2s1	-5%	-1%
Cc1c(C(=O)N2CCC(Cc3ccccc3)CC2)sc2ncnc(NCc3ccccn3)c12	6%	-5%
Cn1c(=O)c(CCc2ccccc2)nc2cnc(Nc3ccccc3)nc21	?	-4%
COc1ncc2nc(-c3cc(F)cc(F)c3)c(=O)n(CCC#N)c2n1	0%	-1%
Cc1nc2cnc(N3CCNCC3)nc2n(Cc2ccc(F)cc2)c1=O	0%	-4%
COc1ccccc1CNc1ncncc1-c1ccc(C(=O)N(C)C)cc1	?	-6%
Cc1oc(-c2ccccc2NC(=O)C2CCCO2)nc1CNC(=O)c1[nH]c2c(C)ccc(C)c2c1C (stereo unspecified)	-1%	-5%
CN1CCN(c2ccnc(-c3cccc(NS(C)(=O)=O)c3)n2)CC1	?	-5%
CCCCC1CN(CCNC(=O)c2ccccn2)Cc2ccccc2O1 (stereo unspecified)	18%	-2%
O=c1c(-c2ccc(F)cc2)nc2cnc(Nc3ccccc3)nc2n1C[C@H]1CCCO1	269%[activator]	-5%
O=c1c(-c2cccs2)nc2cnc(N3CCNCC3)nc2n1CCc1ccccc1	?	-10%
CS(=O)(=O)Nc1cccc(-c2cncnc2NCc2cccnc2)c1	-21%	-6%
COc1ccc(C(=O)N2CCC3(CC2)CN(C(=O)Nc2ccccc2)C3)cc1	-1%[57.4 µM]	4%
CC(C)NC(=O)N1CC[C@@]2(CCCN(C(=O)c3cnccn3)C2)C1	-2%[57.4 µM]	-5%
COc1cc(=O)n2c(c1C(=O)N(C)Cc1cscn1)CCN(Cc1c(C)[nH]c3ccccc13)CC2	?	4%
COC(=O)C1CCN(Cc2ccc3c(c2)CN(C(=O)c2ccc(-n4cnnn4)cc2)CCO3)CC1	-5%	-5%
O=c1c(-c2cc(F)cc(F)c2)nc2cnc(N3CCNCC3)nc2n1Cc1ccc(F)cc1	-38%	-11%
COCC(=O)N1CCC2(CCCN(c3ccncc3)C2)CC1	-4%[57.4 µM]	-2%
COc1ccccc1-c1nccc(N2CCN(C)CC2)n1	-1%	-3%
COc1cc(-c2c(OC)cccc2OC)cc2c1OCCN(C(=O)CCC(=O)c1ccc(F)cc1)C2	5%	-3%
Cc1cccc(CNc2cc(-c3cccnc3)ncn2)c1	?	1%
Cc1cnc(CNc2ncncc2-c2cccc(NS(C)(=O)=O)c2)cn1	?	-4%
COc1ccc(Oc2ncc3nc(-c4cccs4)c(=O)n(-c4ccccc4)c3n2)cc1	20%	-2%
Cn1cc(-c2nc3cnc(N4CCOCC4)nc3n(C3CC3)c2=O)c2ccccc21	?	-3%
COCCn1c(=O)c(-c2cc(F)cc(F)c2)nc2cnc(N3CCOCC3)nc21	?	-1%
Cn1cc(-c2nc3cnc(Oc4ccccc4)nc3n(Cc3cccs3)c2=O)c2ccccc21	?	-3%
COc1ncc2nc(-c3ccc(F)cc3)c(=O)n(CCC#N)c2n1	0%	-4%
COCCn1c(=O)c(-c2cc(F)cc(F)c2)nc2cnc(OCc3ccccc3)nc21	-15%	1%
COc1cccc(Nc2ncc3nc(-c4ccccc4)c(=O)n(C[C@H]4CCCO4)c3n2)c1	0%	-5%
O=C(c1cnccn1)N1CCC2(CCCN(c3cccc(-c4ccccc4)c3)C2)CC1	?	-4%
COc1ccc2c(c1)CCc1cnc(-n3ncc(C(=O)NCCCN4CCOCC4)c3C)nc1-2	3%	-1%
CN1CCN(c2ncc3nc(-c4cn(C)c5ccccc45)c(=O)n(C[C@H]4CCCO4)c3n2)CC1	0%	-6%
COCc1ccc(CN2CCOc3c(O)cc(-c4cc(C)c5ccc(F)cc5n4)cc3C2)o1	15%	-4%
COC(=O)c1cccc(C(=O)N2CCc3c(cnc(C)c3CNC(=O)/C=C/c3cccs3)C2)c1	-9%	-2%
Cn1c(=O)c(-c2cc(F)cc(F)c2)nc2cnc(N3CCNCC3)nc21	?	-4%
CNC(=O)[C@@H]1C[C@H](Sc2nc3ccccc3[nH]2)CN1Cc1cccc(C(F)(F)F)c1	3%	-3%
Cc1noc(C)c1C(=O)N1CCC[C@@]2(CCN(Cc3nccs3)C2)C1	7%[57.4 µM]	0%
N#Cc1cccc(NC(=O)N2CCCC3(CCN(C(=O)c4csnn4)CC3)C2)c1	2%[57.4 µM]	-2%
O=C(O)c1cc(=O)c2ccc(Cl)cc2[nH]1	?	-6%&-5%&0%
COCC(=O)N1CCC2(CC1)CCN(C(=O)NC(C)C)CC2	3%[57.4 µM]	-2%
COc1ccc(CNc2nc(-c3ccccc3CN(C)C)nc3ccccc23)c(OC)c1	-12%	-5%
CC(NN)c1ccccc1 (stereo unspecified)	-23%[12.5 µM]	-2%
COc1ccc(CN2Cc3ccccc3OC(c3ccccc3OC)C2)cc1O (stereo unspecified)	?	-5%
COc1ncc2nc(-c3ccc(F)cc3)c(=O)n(Cc3ccc(F)cc3)c2n1	?	-4%
COc1ccc(-n2c(=O)c(-c3ccccc3)nc3cnc(N4CCN(C)CC4)nc32)cc1	?	-1%
CC(C)CN1CCC2(CC1)CCN(C(=O)c1ccncc1)CC2	2%[57.4 µM]	-4%
COc1ncc2nc(-c3cc(F)cc(F)c3)c(=O)n(C[C@H]3CCCO3)c2n1	198%[activator]	-4%

# The list goes on.
compound	12-LOX inh	Glioma ERSR ind
CN1CCN(c2ncc3nc(-c4cccs4)c(=O)n(CCc4ccccc4)c3n2)CC1	0%	-3%
FC(F)(F)c1ccccc1-c1nc(Nc2ccncc2)c2ccccc2n1	?	-5%
N#Cc1cccc(NC(=O)N2CCC3(CC2)CCN(C(=O)c2csnn2)CC3)c1	-19%[57.4 µM]	-3%
COC(=O)N1CCC2(CCCN(Cc3cc(C(F)(F)F)cc(C(F)(F)F)c3)C2)CC1	-4%[57.4 µM]	-4%
Cc1occc1C(=O)Nc1cccc(-c2nc(CNC(=O)c3ccc(N4CCCCC4)cc3)c(C)o2)c1	25%	-2%
CCNc1ncc2nc(-c3ccc(F)cc3)c(=O)n(CCOC)c2n1	?	-4%
O=C(c1cc(C(F)(F)F)cc(C(F)(F)F)c1)N1CCC2(CC1)CN(Cc1ccccc1)C2	0%[57.4 µM]	-2%
CC(CN(C)C)C(C)(O)Cc1ccc(Cl)cc1 (stereo unspecified)	-6%[22.9 µM]	-4%
O=C(c1ccncc1)N1CCC[C@@]2(CCN(c3ccccn3)C2)C1	-8%[57.4 µM]	-4%
COc1cccc(N(C)C(=S)Oc2ccc3c(c2)CCCC3)n1	-27%[57.4 µM]	-2%
COCC(=O)N1CCC2(CCCN(c3ccc(-c4ccccc4)cc3)C2)CC1	?	2%
c1ccc(-c2ccc(N3CC[C@@]4(CCCNC4)C3)cc2)cc1	-1%[57.4 µM]	-7%
N#CCCn1c(=O)c(-c2cccs2)nc2cnc(OCc3ccccc3)nc21	-23%	-1%
COC(=O)C1=CO[C@@H](C)[C@@H]2CN3CCc4c([nH]c5ccccc45)[C@@H]3C[C@H]12	30%[activator]	4%
Cc1cnc(CNc2ncncc2-c2ccc(N(C)C)cc2)cn1	-22%	-4%
CN(C)c1ccc(-c2nc(NCCc3cnc[nH]3)c3ccccc3n2)cc1	-1%	-3%
N#Cc1cccc(NC(=O)N2CC[C@@]3(CCCN(C(=O)c4cnccn4)C3)C2)c1	-16%[57.4 µM]	-2%
OC(c1ccc2c(c1)CN(Cc1cccc3nccnc13)CCO2)C1CCCCC1 (stereo unspecified)	?	3%
COc1ccc(C(=O)N2CCC[C@@]3(CCN(C(=O)Nc4cccc(F)c4)C3)C2)cc1	-15%[57.4 µM]	0%
COc1ccc(CN2CCOc3c(cc(-c4ncc(C(F)(F)F)cc4Cl)cc3OCC3CCCO3)C2)c(O)c1 (stereo unspecified)	6%	-1%
CCN(CCO)C(=O)c1cnn(-c2ncc3c(n2)-c2ccccc2CCC3)c1C1CC1	?	7%
COc1ccc(OC)c(C(=O)N(Cc2cc3cccc(C)c3nc2N2CCC(O)CC2)C2CC2)c1	8%	-3%
c1ccc(Nc2ncnc3ccc(-c4cccnc4)cc23)cc1	-29%	-2%
CN(CCO)C(=O)c1cn(C2CCN(Cc3cccc(C(F)(F)F)c3)CC2)nn1	7%	-4%
Cc1cccc(CNc2ncncc2-c2cccc(C#N)c2)c1	?	-2%
COC(=O)N1CCC2(CCN(C(=O)NC(C)C)CC2)CC1	-9%[57.4 µM]	-1%
COc1ccc(NC(=O)N2CCCC3(CCN(S(=O)(=O)c4ccccc4)CC3)C2)cc1	-4%[57.4 µM]	-2%
CN(C)c1ncc2nc(-c3cc(F)cc(F)c3)c(=O)n(CCc3ccccc3)c2n1	98%[activator]	0%
CN1CCCC2(CCN(C(=O)c3cccn3C)CC2)C1	?	-3%
COc1cc(CN2CCC3(CCC(CNC(=O)c4ccco4)O3)CC2)cc(OC)c1 (stereo unspecified)	4%	-8%
COc1ccc(CNc2ccnc(-c3ccoc3)n2)c(OC)c1	?	1%
CC(=O)c1c(O)cccc1O	19%	3%
Cc1c(C(=O)N2CCOc3ccccc3C2)sc2ncnc(NCCCN3CCOCC3)c12	1%	-3%
CS(=O)(=O)Nc1cccc(-c2nc(NCc3cccnc3)c3ccccc3n2)c1	-26%	-6%
COc1ccc(NC(=O)N2CCCC3(CCN(C(=O)c4ccncc4)CC3)C2)cc1	-17%[57.4 µM]	0%
CN(C)c1ncc2ncc(=O)n(C3CC3)c2n1	-12%	-2%
COc1cccc(-c2cc3c(c(OC)c2)OCCN(S(=O)(=O)c2ccccc2OC(F)(F)F)C3)n1	2%	-2%
O=C(OCC1(COC(=O)c2cccnc2)CCCC(COC(=O)c2cccnc2)(COC(=O)c2cccnc2)C1O)c1cccnc1	-1%[22.9 µM]	-5%
CSc1nnc(CNC(=O)c2cccc3ccccc23)n1-c1ccccc1C	11%	-4%
CO[C@H]1[C@H](NC(=O)c2ccsc2)c2ccccc2C12CCN(Cc1cc(Cl)ccc1O)CC2	1%	0%

# Reformatted with values under each structure: part of the list above
# Below each compound – 12-LOX inh | Glioma ERSR ind
COc1ccccc1CNc1ncncc1-c1ccc(C(=O)N(C)C)cc1
    ? | -6%
COCC(=O)N1CCC2(CCCN(c3ccc(-c4ccccc4)cc3)C2)CC1
    ? | 2%
CC(NN)c1ccccc1 (stereo unspecified)
    -23%[12.5 µM] | -2%
O=C(O)CO
    ? | 1%
Cc1c(C(=O)N2CCC(Cc3ccccc3)CC2)sc2ncnc(NCc3ccccn3)c12
    6% | -5%
Cc1noc(C)c1C(=O)N1CCC[C@@]2(CCN(Cc3nccs3)C2)C1
    7%[57.4 µM] | 0%

# Quoted from above for reference:
compound	12-LOX inh	Glioma ERSR ind
CSc1nnc(CNC(=O)c2cccc3ccccc23)n1-c1ccccc1C	11%	-4%
CO[C@H]1[C@H](NC(=O)c2ccsc2)c2ccccc2C12CCN(Cc1cc(Cl)ccc1O)CC2	1%	0%

# The list is partial (hit frequency here may not be typical).
